Compound activity: PubChem BioAssay, National Center for Advancing Translational Sciences (NCATS)
TrxR1 substrate: rat thioredoxin reductase 1 substrate activity. purified TrxR1 substrate turnover, NADPH consumption readout. 0.01% of 390,000 active. O89049. AID 588456. Potency, µM (top dose mostly 114 µM), without a hit: top-dose activity change, negative = substrate turnover; note: potency is the fitted concentration of half-maximal effect; % is set by controls: 0 for no effect and ±100 for the full control effect; nearly all actives have a fitted effect of over 50% in size
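Rat TrxR1, dispensed at 90 nM, was prereduced with 400 uM NADPH (final) for 5 min at ~22 deg C, then incubated with compound 15 min before 400 uM selenite. A first-read NADPH fluorescence drop versus no-compound background flagged substrates.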
Pin1 inhibitor: blocks the human prolyl isomerase Pin1 | Q13526 | Pin1 FP peptide displacement, HiFluor488, 10 min | Potency, µM (series often up to 115 µM), inactives show at the highest dose activity, negative = inhibition, most hits filed as inhibitors | 0.009% of 390,000 active | AID 504891; active = well fitted inhibition curve with a large enough effect in the polarisation, with a control signal flat, not every such curve was filed as active; inconclusive = small, poorly fitted or top-dose-only effect, or effect the other way, or a change in a side signal; inactive = no such curve, though single readings can be large or run the other way; the % refers to the polarisation; note: potency is the fitted concentration of half-maximal effect; % is set by controls: 0 for no effect and ±100 for the full control effect
Target sequence (Q13526 whole entry, looked up): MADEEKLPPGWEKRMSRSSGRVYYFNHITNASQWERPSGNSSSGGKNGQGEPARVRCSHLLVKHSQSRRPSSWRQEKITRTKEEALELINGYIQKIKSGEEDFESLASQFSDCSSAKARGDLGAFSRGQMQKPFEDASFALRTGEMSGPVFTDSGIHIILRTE
D2 ag: activates the human D2 dopamine receptor; 0.53% of 340,000 active; HEK293 T-REx D2 cells, calcium flux agonist mode; AID 485358; P14416; activation, % at 2 µM;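 active = activation over 3 SD above normal in the single-dose calcium agonist read, cut at about 30% in these data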; note: 0% is about no effect
Target sequence (P14416 whole entry, looked up): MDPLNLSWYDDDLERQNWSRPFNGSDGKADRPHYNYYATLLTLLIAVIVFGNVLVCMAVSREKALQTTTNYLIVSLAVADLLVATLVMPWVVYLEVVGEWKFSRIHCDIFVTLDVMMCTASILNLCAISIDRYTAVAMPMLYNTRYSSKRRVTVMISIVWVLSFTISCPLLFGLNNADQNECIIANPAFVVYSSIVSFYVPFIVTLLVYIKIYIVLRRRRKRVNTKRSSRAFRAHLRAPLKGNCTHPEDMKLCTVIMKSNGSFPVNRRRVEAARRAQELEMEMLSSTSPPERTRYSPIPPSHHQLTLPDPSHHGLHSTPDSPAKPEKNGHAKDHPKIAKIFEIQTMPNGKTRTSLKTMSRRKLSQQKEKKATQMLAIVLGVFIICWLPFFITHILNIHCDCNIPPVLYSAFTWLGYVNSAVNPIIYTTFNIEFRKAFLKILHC
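Tetracycline-induced HEK293 T-REx cells with force-coupled D2 receptor, plated overnight at 30 C, loaded with no-wash calcium dye. After a 10 s baseline, compound was pin-added and calcium flux read kinetically for 180 s; calcium rises flagged agonists.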
mIDH1 inhibitor: human IDH1 R132H inhibition. O75874. IDH1-R132H enzyme, NADPH consumption, diaphorase/resazurin fluorescence. Potency, µM (highest dose often 76.6 µM), for inactives: at the highest dose activity change, negative = inhibition, hits mostly inhibitors. 0.093% of 390,000 active. AID 602179; note: potency is the fitted concentration of half-maximal effect; % is set by controls: 0 for no effect and ±100 for the full control effect; nearly all actives have a fitted effect of over 65% in size
Target sequence (O75874 whole entry R132H, stated change not applied): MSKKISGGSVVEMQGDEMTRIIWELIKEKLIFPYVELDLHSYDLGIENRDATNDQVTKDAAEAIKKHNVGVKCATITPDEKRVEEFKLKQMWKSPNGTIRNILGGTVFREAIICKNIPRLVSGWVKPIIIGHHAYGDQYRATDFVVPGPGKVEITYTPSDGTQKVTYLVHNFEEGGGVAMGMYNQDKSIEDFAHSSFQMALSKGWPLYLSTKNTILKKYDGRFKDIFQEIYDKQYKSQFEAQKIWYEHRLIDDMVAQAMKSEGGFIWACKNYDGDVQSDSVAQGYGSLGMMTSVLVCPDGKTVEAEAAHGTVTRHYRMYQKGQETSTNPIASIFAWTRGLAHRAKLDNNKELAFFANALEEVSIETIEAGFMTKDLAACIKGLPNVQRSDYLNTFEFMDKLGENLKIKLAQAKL
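IDH1-R132H (0.5 ug/mL dispensed) in pH 7.5 Tris buffer was preincubated 30 min with compound, then given a substrate mix of 0.016 mM NADPH and 2 mM alpha-KG for 80 min at room temperature; remaining NADPH was read by diaphorase/resazurin fluorescence.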
TrxR1 inh: rat TrxR1 inhibition; 1% of 390,000 active; Potency, µM (top dose mostly 114 µM), without a hit: at the highest dose activity change, negative = inhibition, usual class: inhibitors; recombinant rTrxR1, NADPH fluorescence consumption, selenite substrate; O89049; note: potency is the fitted concentration of half-maximal effect; % is set by controls: 0 for no effect and ±100 for the full control effect; nearly all actives have a fitted effect of over 65% in size
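Rat TrxR1 (90 nM in the dispensed reagent) was pre-reduced with 400 uM NADPH for 5 min at room temperature, then incubated with compound for 15 min. After 400 uM selenite was added, NADPH fluorescence (Ex 340/Em 450 nm) was followed for 8 min.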
USP1 inh: inhibitors of human USP1/UAF1 deubiquitinase; 0.23% of 390,000 active; O94782; AID 743255; Potency, µM (titrated, usually from 57.1 µM), inactives show at the highest dose activity change, negative = inhibition, hits mostly inhibitors; recombinant USP1/UAF1, Ub-Rhodamine cleavage fluorescence; note: potency is the fitted concentration of half-maximal effect; % is set by controls: 0 for no effect and ±100 for the full control effect; nearly all actives have a fitted effect of over 60% in size; inactives centre near -12
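1 nM enzyme complex + cpd, 15 min RT; start with Ub-Rho 150nM final; kinetic fluorescence ex 480/em 540, 6 reads q60 s. Buffer 50mM HEPES pH 7.8, 0.5mM EDTA, 0.1 mg/ml BSA, 1mM TCEP, 0.01% Tween-20.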
TRHR ag: activates the human TRH receptor; TRHR cells, calcium flux fluo-8, FDSS agonist mode; activation, % at 2 µM; 0.18% of 360,000 active; AID 493084; in the data active = activation above about 30%; note: 0% is about no effect
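Read-out: compound-evoked intracellular calcium rise in TRHR cells, fluo-8 dye, kinetic FDSS fluorescence at 1 s/cycle following a 10-cycle baseline. Cells cultured overnight before dye loading (30 min–1.5 h, RT).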
D2 antag: antagonists of human D2 dopamine receptor; HEK293 TREx D2 cells, calcium flux, dopamine EC80; inhibition, % at 10 µM; 2% of 340,000 active; AID 485344; in the data active = inhibition above about 30%; note: 0% is about no effect
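In this primary screen, negative modulation is detected by tracking calcium flux after an EC80 dopamine challenge in inducible HEK293 T-REx D2 cells preexposed to test compound for 180 s.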
TRHR PAM: TRH receptor (human) allosteric enhancement | enhancement, % at 2 µM | 0.66% of 360,000 active | TRHR cells, fluo-8 calcium fluorescence, EC20 TRH enhancement; in the data active = enhancement above about 30%; note: 0% is about no effect
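Enhancer read-out: after compound pinning and an initial kinetic agonist-mode read, an EC20 of TRH (10 nM final) was injected and fluo-8 calcium signal (Ex 480/Em 530) followed at 1 s/cycle for 100 cycles in TRHR-expressing cells.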
The depositor's hits bear a star; ? = inconclusive; / = no result given; & = joins results of further samples; [ ] = dose if it differs, or a comment. Unless noted, calls come from the whole dose curve; as a rule, active = well fitted inhibition curve with a large enough effect; inconclusive = small, poorly fitted or top-dose-only effect; inactive = no such curve, though single readings can be large or run the other way.

Values in the order: TrxR1 substrate, Pin1 inhibitor, D2 ag, mIDH1 inhibitor, TrxR1 inh, USP1 inh, TRHR ag, D2 antag, TRHR PAM
Cc1cc(C)cc(NC(=O)COC(=O)CCc2ccc(S(=O)(=O)N3CCOCC3)cc2)c1
→ 7%[57.1 µM], 0%, 1.3, 0%, 19%[57.1 µM], -18%, -0.9, 20, -8
COc1ccccc1CNC(=O)C1CCN(S(=O)(=O)c2ccc(N3CCCC3=O)cc2)CC1
→ -8%, -11%, 1.2, -15%, -2%, -15%, 0.2, 37*, -3
C=CCNC(=S)NNC(=O)C(CCC(C)C)CC(C)O (stereo unspecified)
→ 8%[57.1 µM], -3%, -0.1, 4%, 15%[57.1 µM], -15%, 0.4, 45*, 0
CCOC(=O)c1sc2nc(SCC(=O)N(CC)CC)n(CCCN3CCCC3=O)c(=O)c2c1C
→ -6%, 3%, -0.8, 2%, -8%, -5%, -0.1, -9, 0
COc1cccc(OC)c1OCCCCCCN1CCN(C)CC1
→ 3%, 1%, 0.2, -1%, 16%, 2%, 0.5, 3, -3
CN1CCN(C(=O)Cn2ncc3c([nH]c4ccccc43)c2=O)CC1
→ 2%, -1%, 2.4, -3%, 25%, -5%, 1.0, 7, 8
COc1cccc(CN2CC(C(=O)N(C)Cc3nc(C)cs3)CCC2=O)c1 (stereo unspecified)
→ 6%, -7%, -0.2, -7%, 18%, -28%, 0.1, 5, -6
CC(=O)Nc1ccc(N2CCN(Cc3ccccc3F)CC2)cc1
→ -9%, -3%, 1.4, -2%, 8%, 4%, -0.1, -1, 0
COCCNC(=O)C(NC(=O)C1CCC(C)CC1)C(C)C (stereo unspecified)
→ -1%, 0%, 0.3, 9%, 15%, -19%, 1.2, 17, -3
CC(Oc1ccc(Br)cc1Br)C(=O)Nc1cccnc1 (stereo unspecified)
→ 5%, -9%, 0.5, 9%, 37%[activator], -23%, 0.0, -4, 5
COCCNC(C(=O)Nc1ccc([N+](=O)[O-])cc1Br)c1ccccc1 (stereo unspecified)
→ -13%, 1%, 0.2, 1%, -17%, 1%, -0.4, 3, 9
COc1ccc(NC(=S)N2CCCC(c3nc4ccc(C)cc4[nH]3)C2)c(OC)c1 (stereo unspecified)
→ -1%, -5%, 0.1, -1%, 11%, -25%, 0.6, -8, -1
Cc1cc(C)nc(-n2nc(C)cc2NC(=O)c2cc3ccccc3oc2=O)n1
→ 6%, 4%, /, -3%, 22%, -19%, /, /, /
Cc1ccc(C)c(N(CC(=O)Nc2ccc(-c3nc4ccc(C)cc4s3)cc2)S(C)(=O)=O)c1
→ 59%[activator], 17%, 0.7, -2%, 21%, -3%, 2.8, -8, 5
Cc1ccc2nc(SCc3nnc(-c4cccs4)o3)[nH]c2c1
→ -11%, 7%, 0.0, 16%, 24%[57.1 µM], -3%, -0.5, -13, -2
O=C(CCn1c(=O)c2ccccc2n(CC(=O)NC2CCCC2)c1=O)NCCc1ccc(Cl)cc1
→ 0%, 6%, -0.5, -1%, 0%, -16%, 0.3, 6, 2
COc1ccc(CNC(=O)CN(C)Cc2ccccc2F)cc1OC
→ -4%[0.0914 µM], -2%, 0.8, 8%, 5%, 4%, 0.1, -10, 4
CCC(C)[C@H](NC(=O)NC1CCCc2ccccc21)C(=O)OC (stereo partly specified)
→ -19%[57.1 µM], 1%, -0.7, 5%, 21%[57.1 µM], -17%, -0.5, -7, 1
Cc1cccc(C)c1-n1ncc(C(=O)Nc2ccc3c(c2)OCO3)c1C1CCN(C(=O)OC(C)(C)C)CC1
→ -7%, -5%, -0.4, 0%, 2%, -21%, -0.6, /, -16
O=c1[nH]c(/C=C/c2ccccc2F)nc2ccccc12
→ 41%[activator], 109%[activator], 0.1, -4%, 37%, -25%, 2.4, -2, -9

Two compounds from above, limited to D2 ag, D2 antag and TrxR1 inh:
molecule | D2 ag | D2 antag | TrxR1 inh
C=CCNC(=S)NNC(=O)C(CCC(C)C)CC(C)O (stereo unspecified) | -0.1 | 45* | 15%[57.1 µM]
CCOC(=O)c1sc2nc(SCC(=O)N(CC)CC)n(CCCN3CCCC3=O)c(=O)c2c1C | -0.8 | -9 | -8%

(next part)
Values in the order: TrxR1 substrate, Pin1 inhibitor, D2 ag, mIDH1 inhibitor, TrxR1 inh, USP1 inh, TRHR ag, D2 antag, TRHR PAM
COc1ccc(-c2ccc3oc(-c4ccsc4)cc3c2)cc1
→ 8%, 0%, /, -8%, 20%, -14%, /, /, /
CC(=O)COc1ncn(-c2ccccc2)n1
→ 2%, -1%, -0.4, 6%, 10%, -14%, -0.3, -4, -3
CCN(CC)CCNC(=O)C1CCN(C(=O)c2cnn(-c3ccccc3)c2-n2cccc2)CC1
→ 4%, 1%, -0.6, -6%, 3%, -9%, 0.5, /, 0
CCOc1cc(C)cc2oc(=O)cc(-c3ccccc3)c12
→ -7%, -3%, /, 6%, 15%, -15%, -1.2, /, -1
COc1ccc2c(c1)c(=O)oc1cc(OCC(=O)N3CCC(C)CC3)ccc12
→ 53%[activator][57.1 µM], ?, 0.2, -1%, -11%[57.1 µM], -4%, -0.2, -11, 7
Cc1cccc(Nc2ncnc3onc(-c4cccc(Cl)c4)c23)c1C
→ 15%, 0%, /, 5%, 64%[activator], -2%, -0.4, -26, 9
Cc1cc2c(cc1C)N(C(=O)CSc1nncn1C)C(C)(C)c1ssc(=S)c1-2
→ -7%, 0%, -0.7, 5%, ?, -10%, -0.4, 9, -11
O=C(Nc1nccs1)C1C2CC3OC(=O)C1C3C2 (stereo unspecified)
→ 6%[57.1 µM], -2%, -0.7, 3%, 4%[57.1 µM], 2%, -0.3, 3, -8
COc1ccccc1CCN=C(N)NS(=O)(=O)c1ccc(C)c(C)c1
→ 5%, -7%, -1.8, 0%, 13%, -26%, -0.9, 8, -1
CC1=C(C(=O)c2ccccc2)C(c2cccc([N+](=O)[O-])c2)NC(=S)N1 (stereo unspecified)
→ -8%, -1%, 0.0, -13%, -16%, -17%, -0.7, 6, 3
COc1cc(/C=C/C2=CC(C)(C)NC(=S)N2)cc(OC)c1OC
→ 6%, 1%, -0.8, 1%, ?, -10%, 0.0, 1, 1
CC(C)Oc1cccc(C(=O)C2CCCN(Cc3cnc(N4CCOCC4)s3)C2)c1 (stereo unspecified)
→ -2%, 1%, -0.6, -1%, 10%, -12%, -0.3, 22, -4
O=C(OCC1COc2ccccc2O1)c1ccccc1F (stereo unspecified)
→ 8%, ?, -0.9, 7%, 16%, -16%, -0.3, -3, -3
O=C(O)Cc1csc(NC(=O)c2ccco2)n1
→ 5%[57.1 µM], 4%, 0.1, 0%, 6%, -7%, 0.8, 1, -1
CCCCN1CC(C)(C)Oc2cccc(F)c2S1(=O)=O
→ -2%, 0%, /, -2%, 16%, -18%, /, /, /
CC1CCc2cc(F)ccc2N1C(=O)c1ccc2c(c1)OCO2 (stereo unspecified)
→ 12%[57.1 µM], 3%, -0.1, 4%, 17%[57.1 µM], -2%, -1.0, 6, 0
CC(=O)Nc1ccc2nc(NC(=O)COc3ccc([N+](=O)[O-])cc3)sc2c1
→ 3%[57.1 µM], 9%, 0.7, 11%, 17%, -19%, 0.4, -14, 0
CCOc1ccc(C2/C(=C(/O)c3ccc(OC)cc3)C(=O)C(=O)N2c2cc(C)on2)cc1OC (stereo unspecified)
→ -11%, -10%, 0.5, 5%, -5%, -11%, 1.1, 0, 7
NC1=NC(=O)C(Cc2ccc(Br)cc2)S1 (stereo unspecified)
→ 9%, -4%, 0.4, 7%, 23%, -10%, 0.0, 14, -3
C=C(CC1([C@@H](NP(=O)(c2ccccc2)c2ccccc2)[C@H]2C[C@@H]2CCCC)CC1)c1ccccc1
→ 3%[57.1 µM], -1%, 1.0, 11%, 8%[57.1 µM], ?, 1.6, -22, -7
COc1ccc(-c2cn3cccnc3n2)cc1NC(=O)c1cc(OC)c(OC)c(OC)c1
→ 61%, -5%, 0.3, 8%, 8%[57.1 µM], -9%, -0.5, 0, -2
O=C(N/N=C/c1c[nH]c2ccccc12)C1COc2ccccc2O1 (stereo unspecified)
→ -7%, -5%, 1.2, 2%, 8%[0.0914 µM], -18%, 0.9, 0, 5
Cc1ccc(-c2nn3c(-c4ccccc4)nnc3c3ccccc23)cc1
→ 152%[activator], 0%, -0.1, -9%, 60%[activator], 0%, -1.1, /, 7
Cc1cc(NS(=O)(=O)c2ccc(NC(=O)COc3ccc(Cl)cc3Cl)cc2)no1
→ 3%, 2%, 0.0, -6%, 13%, -3%, -0.1, -1, 7
CCN(C(=O)Cn1c(=O)n(Cc2ccccc2)c(=O)c2ccccc21)c1cccc(C)c1
→ 11%[57.1 µM], 1%, 1.6, -3%, 26%[57.1 µM], -10%, 1.4, 14, -5
Cc1ccc(C(C)C)c(OCC(=O)Nc2ccc(N3CCN(S(C)(=O)=O)CC3)cc2)c1
→ -2%, -2%, /, 1%, -5%, -6%, -0.2, /, 4
CC(C)C(=O)Nc1ccc(N2CCCC2)c(Cl)c1
→ 0%, -10%, 1.0, 4%, 8%, -23%, -1.6, 14, 4
CC(C)c1ccc(NC(=O)CSc2nnc(CN3CCOCC3)n2C)cc1
→ -5%, 6%, -0.5, 15%, 15%[57.1 µM], -12%, 0.3, -19, 7
CCc1ccccc1NC(=O)CN1CCN(C(=O)CCC(=O)N2CCC(c3ccccc3)=N2)CC1
→ -1%, -7%, 0.6, -2%, 1%, -3%, -0.5, -7, 1
CCOC(=O)[C@H]1[C@H]2COc3ccccc3[C@@H]2N2C(=O)CN(CC3CCCO3)C(=O)[C@@]12C (stereo partly specified)
→ -6%, -5%, /, -23%, -15%, -9%, /, /, /
CC(C)C[C@H](NC(=O)Nc1ccc(S(N)(=O)=O)cc1)C(=O)O
→ 8%, -1%, 0.3, 4%, 26%, -18%, 0.4, 17, 7
CCC(=O)NC(c1ccco1)c1cc(Cl)c2cccnc2c1OC (stereo unspecified)
→ 13%, 3%, -0.3, /, -10%, /, 0.1&-0.3, 5, -2&18
O=C1CCc2cc(S(=O)(=O)NCCc3ccccc3)cc3c2N1CC3
→ 0%, -7%, /, 0%, 8%, -4%, 0.2, /, 0

The list is partial; rates above refer to the full screens.
